Screening data deposited in PubChem BioAssay by several laboratories.
CF NFkB inh – blocks PAF-induced NF-kB reporter in cystic fibrosis cells; KKLEB NF-kB-GFP reporter, GFP fluorescence overnight; inhibition, % at 5 µM; hit rate 0.86% among 360,000;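 active means at least 50% inhibition at 5 µM, scaled per plate between neutral and stimulator controls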;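 further: PAF is a Pseudomonas aeruginosa culture filtrate used as stimulus; plate controls were PAF-stimulated DMSO wells for no effect and unstimulated DMSO wells for full effect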
TWEAK Fn14 block – blocks TWEAK-Fn14 interaction in a reporter cell assay; TWEAK-stimulated Fn14 reporter cells, luciferase luminescence, 8 h; inhibition, % at 10 µM; hit rate 2% among 360,000; AID 1159606; in the data active means inhibition above about 50%
Shn3 3UTR inh – Schnurri-3 reporter inhibition in Clone20 osteoblasts; Clone20 osteoblast Shn3 3'UTR firefly luciferase, 24 h; inhibition, % at 12.5 µM; hit rate 0.52% among 360,000;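 active means mean inhibition of at least 75% with every replicate also reaching 75%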;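 further: 0% = median of neutral control wells and 100% = pilot-screen positive control compound; some compounds past the cut are filed as inactive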
aDG glyco up – increases alpha dystroglycan glycosylation; activation, % at 10 µM; Pro5-aDG cells, alpha-DG glycosylation AlphaScreen (IIH6); 0% Pro5, 100% B10-LARGE cell signal; hit rate 0.22% among 360,000;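 active means activation of at least 8% versus controls, or a plate z-score of at least 8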;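 further: Pro5 are CHO cells carrying HIG-tagged alpha-DG that lacks glycosylation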
iPSC survival up – hiPSC single-cell survival enhancement; ATPlite luminescence; 100% = ROCK inhibitor wells, 0% = DMSO; survival enhancement, % at 20 µM; hit rate 0.044% among 360,000; AID 602274; in the data active means survival enhancement above about 18%;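 further: cells exposed to compounds for 16 hours before the ATP read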
NR2E3 ag-1 – agonists of human nuclear receptor NR2E3; Q9Y5X4; AID 2300; inhibition of corepressor binding, % at 4.78 µM; GST-NR2E3/biotin-RetCOR TR-FRET, 1536-well; hit rate 0.12% among 320,000;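 active means percent inhibition above the cutoff of mean plus 3 SD of all tested compounds, set per screening campaign, cut at about 20% in these data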;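 further: 0% = DMSO wells and 100% = biotin wells as full block of FRET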
Target sequence (Q9Y5X4 whole entry, looked up): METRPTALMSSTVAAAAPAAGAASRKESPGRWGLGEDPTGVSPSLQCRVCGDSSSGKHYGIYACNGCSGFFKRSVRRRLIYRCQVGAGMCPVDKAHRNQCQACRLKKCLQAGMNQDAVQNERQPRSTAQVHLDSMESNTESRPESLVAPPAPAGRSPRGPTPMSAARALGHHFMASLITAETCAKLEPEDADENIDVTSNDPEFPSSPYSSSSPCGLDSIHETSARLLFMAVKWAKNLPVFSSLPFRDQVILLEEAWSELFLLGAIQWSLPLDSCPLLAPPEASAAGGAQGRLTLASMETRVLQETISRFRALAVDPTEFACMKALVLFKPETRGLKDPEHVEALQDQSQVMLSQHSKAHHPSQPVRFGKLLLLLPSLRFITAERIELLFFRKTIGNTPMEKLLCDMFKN
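Material: NR2E3–RetCOR corepressor complex / Amount: 1.35 nM GST-NR2E3 / Medium: Tris pH 7.5 / Compound: single nominal compound dose of 4.8 µM / Incubation: 5 h at 4 °C / Technique: TR-FRET, Eu(K)-anti-GST donor, streptavidin-D2 acceptor, ex 340, em 617/671 nm / Read-out basis: percent loss of FRET ratio relative to control wells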
TRPM1 prom inh – inhibitors of MITF-driven TRPM1 promoter in melanoma cells | SK-MEL-5 TRPM1 promoter luciferase, 24 h | inhibition, % at 12.5 µM | hit rate 0.83% among 330,000 | AID 488899;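 active means mean inhibition across replicates of 60% or more, whatever share of single replicates reaches that level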; further: values of inactives mirror those of a sister screen read the other way
Peg3 promoter – Peg3 promoter activity inhibition. HeLa PEG-Prom luciferase reporter, luminescence, overnight. inhibition, % at 20 µM. hit rate 1.7% among 360,000. AID 588405;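 active means inhibition of at least 50% at 20 µM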
NR2E3 ag-2 – agonists of human NR2E3 nuclear receptor | Q9Y5X4 | CHO-S Gal4-NCOR/VP16-NR2E3 two-hybrid, luciferase | inhibition of corepressor binding, % at 3.98 µM | hit rate 0.35% among 360,000 | AID 602229;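 active means inhibition above the mean of all tested compounds plus 3 SD, cut at about 70% in these data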;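 further: 0% = DMSO with NR2E3 transfected cells and 100% = cells lacking NR2E3 construct; higher means lower luciferase signal from less NR2E3 corepressor binding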
HIF-2a block – HIF-2a inhibition; inhibition, % at 18.8 µM; 786-0 RCC cells HIF-2a reporter, luciferase luminescence, overnight; AID 624352; hit rate 0.72% among 360,000;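 active means inhibition of the luminescence signal of 40% or more relative to plate controls, in a single-dose primary screen at 18.75 µM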
KKLEB tox – counter-screen for CF NF-kB inhibitors: cytotoxicity; AID 602141; activity change (cytotoxicity), % at 5 µM; hit rate 0.36% among 360,000; KKLEB CF airway cells viability, ATPlite luminescence, overnight; active compounds read low; cells stimulated with P. aeruginosa culture filtrate;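 active means corrected activity change at or below -50% at 5 µM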
* marks the source's active call; other numbers are inactive results.

Screening Cc1ccccc1NC(=O)CC1(c2ccc(N(C)C)cc2)C(=O)c2ccccc2C1=O returned CF NFkB inh 1, TWEAK Fn14 block 7, Shn3 3UTR inh 2, aDG glyco up -0.2, iPSC survival up 0.4, NR2E3 ag-1 2, TRPM1 prom inh 7, Peg3 promoter -1, NR2E3 ag-2 10, HIF-2a block 10 and KKLEB tox -2.
For COc1ccc(C)cc1-n1nnnc1SCC(=O)NC1CCS(=O)(=O)C1 (stereo not given) the results were CF NFkB inh -8, TWEAK Fn14 block 8, Shn3 3UTR inh -11, aDG glyco up 0.0, iPSC survival up 0.7, NR2E3 ag-1 -2, TRPM1 prom inh -3, Peg3 promoter -7, NR2E3 ag-2 -34, HIF-2a block 11 and KKLEB tox -3.
For CC(CCCC(C)(C)O)NCCO (stereo not given) the results were CF NFkB inh -10, TWEAK Fn14 block 9, Shn3 3UTR inh -26, aDG glyco up 0.2, iPSC survival up 2.2, NR2E3 ag-1 4, TRPM1 prom inh -14, Peg3 promoter -105, NR2E3 ag-2 -8, HIF-2a block -3 and KKLEB tox 14.
Screening Cc1csc(NC(=O)c2c(-c3ccccc3)noc2C)n1 returned CF NFkB inh -10, TWEAK Fn14 block 14, Shn3 3UTR inh 13, aDG glyco up 0.0, iPSC survival up -0.2, NR2E3 ag-1 5, TRPM1 prom inh -5, Peg3 promoter 9, NR2E3 ag-2 -13, HIF-2a block 15 and KKLEB tox 5.
Screening O=C(CCN1C(=O)/C(=C\c2ccccc2Cl)SC1=S)Nc1cccnc1 returned CF NFkB inh 3, TWEAK Fn14 block -15, Shn3 3UTR inh 4, aDG glyco up 0.0, iPSC survival up -0.4, NR2E3 ag-1 1, TRPM1 prom inh 10, Peg3 promoter -35, NR2E3 ag-2 -9, HIF-2a block -10 and KKLEB tox -20.
For CCN(CC)c1ccc2c(c1)OC(N)=C(C#N)C2c1cccnc1 (stereo not given) the results were CF NFkB inh 35, TWEAK Fn14 block -55, Shn3 3UTR inh 9, aDG glyco up -0.5, iPSC survival up -1.3, NR2E3 ag-1 2, TRPM1 prom inh 55, Peg3 promoter -10, NR2E3 ag-2 -76, HIF-2a block -34 and KKLEB tox -29.
Screening CCOc1ccc(Cc2c(Cl)nc(SC)nc2N(C)C)cc1 returned CF NFkB inh 20, TWEAK Fn14 block 1, Shn3 3UTR inh 7, aDG glyco up 0.4, iPSC survival up 0.3, NR2E3 ag-1 4, TRPM1 prom inh 17, Peg3 promoter 17, NR2E3 ag-2 -37, HIF-2a block 0 and KKLEB tox -10.
For COc1cc(-c2nc3n(n2)C(c2cccc(OC)c2OC)C2=C(CCCC2=O)N3)cc(OC)c1OC (stereo not given) the results were CF NFkB inh -8, TWEAK Fn14 block -3, Shn3 3UTR inh 15, aDG glyco up -0.4, iPSC survival up -1.1, NR2E3 ag-1 -1, TRPM1 prom inh 15, Peg3 promoter 9, NR2E3 ag-2 -10, HIF-2a block 25 and KKLEB tox -8.
Screening Nc1ccc(OCc2ccco2)cc1 returned CF NFkB inh 5, TWEAK Fn14 block -2, Shn3 3UTR inh -11, aDG glyco up -0.1, iPSC survival up 0.5, NR2E3 ag-1 -1, TRPM1 prom inh -29, Peg3 promoter -20, NR2E3 ag-2 -26, HIF-2a block -42 and KKLEB tox -1.
Screening Cc1ccc(OCC(=O)Sc2ccc(C)cc2)cc1 returned CF NFkB inh -9, TWEAK Fn14 block -34, Shn3 3UTR inh -8, aDG glyco up -0.2, iPSC survival up 0.4, NR2E3 ag-1 3, TRPM1 prom inh -11, Peg3 promoter -8, NR2E3 ag-2 -25, HIF-2a block 13 and KKLEB tox 10.
Screening O=C(Nc1ccc(C(O)(C(F)(F)F)C(F)(F)F)cc1)c1ccc(Cl)c([N+](=O)[O-])c1 returned CF NFkB inh 0, TWEAK Fn14 block 62*, Shn3 3UTR inh 5, aDG glyco up 0.0, iPSC survival up -0.7, NR2E3 ag-1 -2, TRPM1 prom inh 4, Peg3 promoter 58*, NR2E3 ag-2 -6, HIF-2a block -51 and KKLEB tox -1.
CCCNC(=O)c1cc(C2CCCCN2C(=O)c2ccc3ccccc3c2)on1 (stereo not given) was read as CF NFkB inh -8, TWEAK Fn14 block 7, Shn3 3UTR inh -3, aDG glyco up 0.0, iPSC survival up 2.7, Peg3 promoter 10, NR2E3 ag-2 -7, HIF-2a block 3 and KKLEB tox 10.
For Cc1nn(-c2ccccc2)c(C)c1NC(=O)COC(=O)c1ccc(S(=O)(=O)C(F)F)cc1 the results were CF NFkB inh 5, TWEAK Fn14 block 16, Shn3 3UTR inh -5, aDG glyco up -0.1, iPSC survival up -0.1, NR2E3 ag-1 4, TRPM1 prom inh 4, Peg3 promoter 19, NR2E3 ag-2 -10, HIF-2a block 12 and KKLEB tox -3.
Screening CC(C)C[C@@H](CN1CCC[C@@H]1CN1C(=S)NC[C@@H]1Cc1ccc(O)cc1)N1C[C@H](Cc2ccc(O)cc2)N(CC2CCCCCC2)C1=S returned CF NFkB inh 29, TWEAK Fn14 block 30, Shn3 3UTR inh -3, aDG glyco up 0.2, iPSC survival up -1.0, Peg3 promoter 80*, NR2E3 ag-2 24, HIF-2a block -31 and KKLEB tox -2.
`CC(C)c1onc(C(=O)NCc2ccccn2)c1[N+](=O)[O-]` gave CF NFkB inh -3, TWEAK Fn14 block 6, Shn3 3UTR inh 14, aDG glyco up -0.3, iPSC survival up 5.0, NR2E3 ag-1 1, TRPM1 prom inh -2, Peg3 promoter 12, NR2E3 ag-2 8, HIF-2a block 11 and KKLEB tox 1.
CCOc1ccc(NC(=O)C2CSC(c3ccncc3)=N2)cc1 (stereo not given) was read as CF NFkB inh -7, TWEAK Fn14 block 3, Shn3 3UTR inh -2, aDG glyco up -0.2, iPSC survival up -0.3, NR2E3 ag-1 1, TRPM1 prom inh 7, Peg3 promoter -24, NR2E3 ag-2 -21, HIF-2a block -29 and KKLEB tox 16.
Screening CC[C@@H](CC1CCCCC1)C(=O)N(Cc1ccccc1)c1ccccc1 returned CF NFkB inh 18, TWEAK Fn14 block 7, Shn3 3UTR inh 30, aDG glyco up 0.2, iPSC survival up -3.1, TRPM1 prom inh 1, Peg3 promoter 14, NR2E3 ag-2 -8, HIF-2a block 8 and KKLEB tox -12.
Screening COc1cc(C(=O)N(CCc2ccccc2)C2CC3CCC(C2)N3C)cc(OC)c1OC (stereo not given) returned CF NFkB inh -3, TWEAK Fn14 block -15, Shn3 3UTR inh 3, aDG glyco up 0.1, iPSC survival up -1.3, NR2E3 ag-1 3, TRPM1 prom inh -6, Peg3 promoter -18, NR2E3 ag-2 6, HIF-2a block 15 and KKLEB tox -1.
`CSCCC(NC(=O)c1cncc(Br)c1)C(=O)O` (stereo not given) gave CF NFkB inh 16, TWEAK Fn14 block -12, Shn3 3UTR inh -13, aDG glyco up 0.0, iPSC survival up -2.5, NR2E3 ag-1 0, TRPM1 prom inh 1, Peg3 promoter 1, NR2E3 ag-2 -6, HIF-2a block 0 and KKLEB tox -1.
`CCOC(=O)C1CCCN(C(=O)c2cc(-c3ccccc3)on2)C1` (stereo not given) gave CF NFkB inh -5, TWEAK Fn14 block -5, Shn3 3UTR inh 5, aDG glyco up -0.2, iPSC survival up -0.5, NR2E3 ag-1 2, TRPM1 prom inh -12, Peg3 promoter -65, NR2E3 ag-2 -126, HIF-2a block -55 and KKLEB tox -7.
Screening c1ccc(-c2onc(-c3ccco3)c2-c2ccc3[nH]ccc3c2)cc1 returned CF NFkB inh 9, TWEAK Fn14 block 31, Shn3 3UTR inh -14, aDG glyco up 0.9, iPSC survival up 3.8, NR2E3 ag-1 0, TRPM1 prom inh -47, Peg3 promoter -24, NR2E3 ag-2 -10, HIF-2a block -48 and KKLEB tox 19.
For CN(CCC#N)C(=O)COC(=O)c1ccccc1C(=O)c1ccc(Cl)c([N+](=O)[O-])c1 the results were CF NFkB inh 76*, TWEAK Fn14 block 30, Shn3 3UTR inh 7, aDG glyco up 1.1, iPSC survival up -4.3, NR2E3 ag-1 3, TRPM1 prom inh 66*, Peg3 promoter 95*, NR2E3 ag-2 -2, HIF-2a block 43* and KKLEB tox -28.
For O=C(CS(=O)(=O)c1ccccc1)NCc1ccco1 the results were CF NFkB inh -3, TWEAK Fn14 block 26, Shn3 3UTR inh -17, aDG glyco up -0.1, iPSC survival up -0.4, NR2E3 ag-1 -3, TRPM1 prom inh 4, Peg3 promoter 1, NR2E3 ag-2 -13, HIF-2a block 6 and KKLEB tox 7.
`CCCN(CCC)S(=O)(=O)c1ccc(N2CCCC2=O)c([N+](=O)[O-])c1` gave CF NFkB inh 7, TWEAK Fn14 block -18, Shn3 3UTR inh -7, aDG glyco up -0.4, iPSC survival up 2.5, NR2E3 ag-1 -2, TRPM1 prom inh 1, Peg3 promoter 17, NR2E3 ag-2 1, HIF-2a block 20 and KKLEB tox -3.
For Cc1cc(C)cc(NC(=O)C2(c3ccccc3)CC2(Cl)Cl)c1 (stereo not given) the results were CF NFkB inh 13, TWEAK Fn14 block 26, Shn3 3UTR inh 9, aDG glyco up 0.4, iPSC survival up -0.4, NR2E3 ag-1 -2, TRPM1 prom inh 5, Peg3 promoter 18, NR2E3 ag-2 4, HIF-2a block 17 and KKLEB tox 1.
CCCn1c(SCC(=O)/C(C#N)=C(\C)N)n[nH]c1=O was read as CF NFkB inh 6, TWEAK Fn14 block -3, Shn3 3UTR inh 14, aDG glyco up -0.3, iPSC survival up 0.2, NR2E3 ag-1 2, TRPM1 prom inh 11, Peg3 promoter 20, NR2E3 ag-2 -2, HIF-2a block 11 and KKLEB tox 3.
For COc1ccccc1OCC(=O)N1CCNC1=O the results were CF NFkB inh 0, TWEAK Fn14 block 4, Shn3 3UTR inh 5, aDG glyco up -0.1, iPSC survival up -0.5, NR2E3 ag-1 2, TRPM1 prom inh -4, Peg3 promoter 3, NR2E3 ag-2 -13, HIF-2a block 12 and KKLEB tox 5.
O=C(NCCSC1CCCCC1)c1ccccc1 was read as CF NFkB inh -18, TWEAK Fn14 block -12, Shn3 3UTR inh -63, aDG glyco up -0.2, iPSC survival up 1.1, NR2E3 ag-1 8, TRPM1 prom inh -57, Peg3 promoter -157, NR2E3 ag-2 -40, HIF-2a block -144 and KKLEB tox -1.

Of the compounds above, these have an NH in an aromatic ring.
Screening c1ccc(-c2onc(-c3ccco3)c2-c2ccc3[nH]ccc3c2)cc1 returned CF NFkB inh 9, TWEAK Fn14 block 31, Shn3 3UTR inh -14, aDG glyco up 0.9, iPSC survival up 3.8, NR2E3 ag-1 0, TRPM1 prom inh -47, Peg3 promoter -24, NR2E3 ag-2 -10, HIF-2a block -48 and KKLEB tox 19.
CCCn1c(SCC(=O)/C(C#N)=C(\C)N)n[nH]c1=O was read as CF NFkB inh 6, TWEAK Fn14 block -3, Shn3 3UTR inh 14, aDG glyco up -0.3, iPSC survival up 0.2, NR2E3 ag-1 2, TRPM1 prom inh 11, Peg3 promoter 20, NR2E3 ag-2 -2, HIF-2a block 11 and KKLEB tox 3.

Hits appear at their usual frequency; any-hit rate near 4.4%.
